Screening results (PubChem)
Phagocyt inh = inhibitors of macrophage phagocytosis; hit rate 0.07% among 110,000; J774A.1 macrophage IgG-bead phagocytosis, imaging; inhibition, % at 5 µM; AID 1029;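 active = inhibition above the mean of the plate negative controls plus 5 SD, cut at about 13% in these data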;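 note: phagocytic index as fraction of beads internalized from green versus red external bead signal; plate controls were DMSO negative control for no effect and cytochalasin-D positive control for full effect; some results beyond the cut were filed as inactive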
NPY-Y2 antag = antagonists of human neuropeptide Y receptor Y2; NPY-Y2 expressing cells, antagonist mode; inhibition, % at 2.7 µM; hit rate 0.99% among 140,000; AID 793; in the data active = inhibition above about 17%;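 note: 0% = vehicle with agonist challenge and 100% = reference antagonist with challenge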
Target sequence (P49146 whole entry, looked up): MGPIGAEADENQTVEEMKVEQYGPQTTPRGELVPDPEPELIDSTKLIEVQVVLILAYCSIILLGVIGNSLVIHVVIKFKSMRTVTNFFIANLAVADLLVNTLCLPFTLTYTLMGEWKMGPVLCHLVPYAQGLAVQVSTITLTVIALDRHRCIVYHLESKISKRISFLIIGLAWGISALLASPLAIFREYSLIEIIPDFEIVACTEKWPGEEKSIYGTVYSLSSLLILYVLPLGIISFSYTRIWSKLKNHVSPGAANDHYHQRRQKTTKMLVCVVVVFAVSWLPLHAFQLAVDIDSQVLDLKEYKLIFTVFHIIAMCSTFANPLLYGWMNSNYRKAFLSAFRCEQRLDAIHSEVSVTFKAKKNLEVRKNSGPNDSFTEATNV
GALR2 blocker = blocks the human galanin receptor 2; AID 828; inhibition, % at 4 µM; GALR2-expressing cells, antagonist mode; hit rate 0.39% among 140,000; in the data active = inhibition above about 27%;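 note: cells stimulated with galanin 1-16 at roughly its EC80; 0% = agonist challenge control and 100% = basal control without agonist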
Target sequence (O43603 whole entry, looked up): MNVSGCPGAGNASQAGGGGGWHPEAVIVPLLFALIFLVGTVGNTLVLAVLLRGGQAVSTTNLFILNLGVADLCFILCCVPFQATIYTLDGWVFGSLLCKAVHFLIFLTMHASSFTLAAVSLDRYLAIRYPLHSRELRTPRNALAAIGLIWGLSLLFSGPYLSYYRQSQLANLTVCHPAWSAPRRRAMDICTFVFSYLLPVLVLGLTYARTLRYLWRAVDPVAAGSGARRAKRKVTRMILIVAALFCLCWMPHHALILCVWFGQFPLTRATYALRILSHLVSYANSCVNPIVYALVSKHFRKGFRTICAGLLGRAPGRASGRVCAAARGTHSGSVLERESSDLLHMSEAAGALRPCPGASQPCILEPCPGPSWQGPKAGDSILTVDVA
HCT116 PTEN-null = growth suppressors of cells with PTEN tumor suppressor deletion; viability, % at 10 µM; HCT116 PTEN-null viability, CellTiter-Glo, 60 h; hits give low values; hit rate 1.2% among 140,000;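 active = viability at or below a set limit, 4 SD under the median of all tested compounds, cut at about 3.7% in these data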;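 note: PTEN knockout HCT116 line with beta catenin targeted HCT116 as companion control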
Yeast lifespan up = extends the lifespan of yeast; hit rate 0.68% among 130,000; inhibition of the nicotinamide effect, % at 10 µM; AID 775; S. cerevisiae growth with nicotinamide, OD615; deaD strain in restrictive glucose medium;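 active = inhibition above a set limit, placed 3 SD over the median of all compounds, cut at about 26% in these data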;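 note: 0% = nicotinamide-treated wells and 100% = cells grown without nicotinamide; some compounds called inactive have numbers as strong as hits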
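Assay system: engineered S. cerevisiae DeaD replicative-lifespan strain, galactose-grown log-phase cells; Buffer or medium: CSMM-D glucose medium, restrictive; Probe or stimulus: nicotinamide 1.5 mM; Compound: single dose 10 µM compound, 0.25% DMSO; Schedule: 4 h preincubation then 48 h treatment at 30 °C; Technique: OD615 measurement.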
E-sel TNF inh = blocks E-selectin expression induced by TNF alpha | HUVEC TNFa-induced E-selectin immunofluorescence, high content | AID 1246 | hit rate 0.71% among 120,000 | inhibition, % at 2 µM;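 active = inhibition above the batch mean plus 3 SD, and confirmed as a hit on visual image review, cut at about 43% in these data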;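 note: 0% = TNF-stimulated DMSO wells and 100% = unstimulated control wells; not every result past the cut was called active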
MRP1 act = MRP-1 activation; H69AR cells + doxorubicin, viability rescue, CellTiter-Glo; viability increase, % at 10 µM; hit rate 0.61% among 140,000; AID 799;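 active = viability gain under doxorubicin at or above a set limit, the compound median plus 3 SD, cut at about 4.7% in these data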;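 note: MRP-1 overexpressing cells given doxorubicin 25 µM after compound pretreatment; 18-22 h compound pretreatment then 72 h with doxorubicin before readout; 0% = doxorubicin-only wells and 100% = vehicle-treated cells without doxorubicin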
Measles CPE = protection of cells from measles virus | Measles virus-infected cells, CPE protection, absorbance | protection (pct of control), % at 4 µM | hit rate 1.5% among 140,000; in the data active = protection mostly above about 24%, no sharp cut-off; inactive = mostly below about 26%; note: some compounds called inactive have numbers as strong as hits
BB579 growth dn = yeast BB579 growth reduction in restrictive medium. AID 804. hit rate 0.51% among 140,000. S. cerevisiae BB579 growth, OD615, 48 h. inhibition, % at 10 µM;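 active = inhibition above a set limit, 3 SD over the mean compound inhibition, cut at about 44% in these data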; note: inactives centre near -24
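controls = amphotericin B 10 µg/mL, positive | assay system = DeaD yeast strain BB579 | schedule = 48 h compound exposure at 30 °C after 4 h preincubation | detection = OD615 turbidity measurement | medium = restrictive CSMM-D medium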
bCat KO growth = beta-catenin-lacking colon tumor cell growth suppression. hit rate 1.5% among 140,000. AID 818. HCT116 beta-catenin knockout viability, CellTiter-Glo, 60 h; hits give low values. viability, % at 10 µM;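 active = viability at or under a set limit, the compound median less 4 SD, cut at about 6% in these data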;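 note: 0% = Hyamine 1622 control at 20 µM and 100% = untreated cell control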
The depositor's hits bear a star; nt = not tested or not shown.

no. | Molecule | Phagocyt inh | NPY-Y2 antag | GALR2 blocker | HCT116 PTEN-null | Yeast lifespan up | E-sel TNF inh | MRP1 act | Measles CPE | BB579 growth dn | bCat KO growth
1 | CCN(CC)C(=O)Nc1c(C)n(C)n(-c2ccccc2)c1=O | nt | -1 | -5 | 110 | nt | -19 | 3.2 | 2 | -29 | 95
2 | O=C(NCc1cccnc1)C1c2ccccc2C(=O)N1Cc1ccco1 (stereo not given) | 1 | 2 | -10 | 82 | -9 | 19 | -1.4 | 5 | 4 | 92
3 | Cc1ccc(-n2ncc(C(=O)NCc3ccc4c(c3)OCO4)c2NC(=O)c2ccco2)cc1C | 3 | 7 | -10 | 102 | -5 | -2 | -0.7 | 0 | -10 | 95
4 | COc1ccc(C(=O)Nc2ccc(S(=O)(=O)Nc3nccnc3OC)cc2)cc1OC | 2 | -1 | 1 | 95 | -17 | -2 | -0.3 | 11 | -18 | 97
5 | O=c1cc(N2CCc3ccccc3C2)[nH]c(=O)n1-c1ccccc1Cl | 0 | 0 | -6 | 85 | -9 | -4 | -3.0 | 6 | 13 | 103
6 | C=CCOn1c(=O)c(=O)n(OCc2ccccc2)c2ccccc21 | -1 | 5 | 10 | 105 | -1 | nt | -0.6 | 6 | -39 | 102
7 | Cc1c(C(=O)O)[nH]c2c1C(=O)CC(c1ccccc1)C2 (stereo not given) | 0 | 0 | -8 | 105 | -6 | 18 | -0.8 | 7 | -24 | 109
8 | Cc1ccc2nc(NC(=O)c3ccc4ncsc4c3)sc2c1 | 0 | -1 | 4 | 107 | -5 | nt | -2.9 | 0 | -5 | 95
9 | COCCCn1c(SCc2cc(=O)[nH]c3ccccc23)nnc1-c1ccco1 | -2 | 1 | 4 | 88 | -2 | 12 | 0.2 | 3 | -23 | 85
10 | O=C(Oc1ccnc2cc(Cl)ccc12)N1CCCCCC1 | 0 | 6 | -4 | 60 | -18 | nt | -7.3 | 5 | -65 | 60
11 | CC1CCN(C(=S)NC(=O)c2ccccc2)CC1 | 0 | 0 | -7 | 87 | -2 | -22 | -2.7 | 7 | -1 | 85
12 | Cc1ccc2cccc(Oc3ccc([N+](=O)[O-])cc3[N+](=O)[O-])c2n1 | -2 | 2 | 8 | 95 | 10 | nt | -2.2 | 12 | -16 | 93
13 | CCOC(=O)N1CCC(N(CCN(C)C)C(=S)Nc2cc(C)cc(C)c2)CC1 | -13 | 7 | 2 | 92 | 1 | nt | -0.3 | 18 | 4 | 89
14 | CCc1ccc(-c2cc(C(=O)NN3CCOCC3)c3ccccc3n2)cc1 | 0 | 2 | -11 | 93 | -11 | 4 | -0.3 | 27 | -63 | 83
15 | CC(=O)Nc1ccc2c(c1)ncn2C | nt | -1 | -9 | 93 | nt | 22 | -0.8 | 14 | 2 | 98
16 | C/C(Cn1cnc([N+](=O)[O-])n1)=N\NC(=O)c1ccc(Br)cc1 | nt | 0 | 4 | 97 | 6 | nt | -1.5 | 6 | -9 | 100
17 | Cn1c(=O)oc2cc(S(=O)(=O)NCc3ccccn3)ccc21 | 2 | 0 | -2 | 94 | -7 | nt | 0.1 | 10 | 21 | 95
18 | C=CCn1c(O)c(N=NC(=S)Nc2cccc(OC)c2)c2ccccc21 | -2 | 17 | -2 | 12 | -2 | 1 | -1.6 | 4 | -20 | 12
19 | CCNC(=O)c1ccc(CSc2ccc(Cl)cc2)cc1 | -2 | 1 | 7 | 87 | -2 | nt | -0.9 | 21 | -21 | 82
20 | Cc1c(C(=O)NCc2ccc3c(c2)cc(C)n3C)cccc1[N+](=O)[O-] | nt | 2 | 1 | 86 | 3 | 0 | -1.4 | 7 | -21 | 86
21 | CC1CCN(CC(=O)N2c3ccccc3CCc3ccccc32)CC1 | nt | 6 | -13 | 0.8* | nt | 14 | -1.8 | 18 | -6 | 0.8*
22 | COc1ccc2c(c1)C(=O)N(c1ccccc1OC)C(=O)C2(C)C | 0 | 0 | 1 | 84 | 18 | nt | -3.2 | 7 | -22 | 102
23 | O=C(CCc1nc2cccnc2n1Cc1ccccc1)N1CCOCC1 | 0 | 0 | 5 | 93 | -3 | -2 | -0.8 | 12 | -23 | 96
24 | CCc1ccccc1NC(=O)CCN1C(=O)c2ccccc2C1=O | 0 | 1 | -5 | 101 | -10 | 21 | 1.8 | 1 | -42 | 95
25 | CCCN(CCC)c1nc2ccccc2nc1C(C#N)C(=O)OC(C)COC (stereo not given) | nt | 4 | -5 | 85 | 14 | -29 | -4.3 | 28 | -19 | 98
26 | O=C(O)C1C2C=CC(C2)C1C(=O)OCc1ccccc1 (stereo not given) | -2 | 6 | 10 | 98 | 4 | -18 | -1.0 | 2 | -35 | 94
27 | Cc1ccc(Cl)cc1N1CCN(C(CC(C)C)c2nnnn2CC2CCCO2)CC1 (stereo not given) | 7 | 1 | -1 | 82 | -8 | 8 | -2.2 | 3 | 0 | 81
28 | Cn1cc([N+](=O)[O-])c(C(=O)Nc2ccc(-c3nc4ccccc4[nH]3)cc2)n1 | -8 | 1 | -12 | 42 | 3 | 23 | -3.4 | 7 | -22 | 61
29 | Cc1cccc(C)c1OCC(=O)Nc1cccc(NC(=O)c2ccco2)c1 | nt | 8 | 2 | 77 | -9 | -10 | -1.5 | 27 | -31 | 85
30 | Cc1ccc(S(=O)(=O)Cn2nnnc2CN(Cc2ccco2)Cc2cccs2)cc1 | nt | 2 | -1 | 69 | 2 | 5 | -3.5 | 7 | -49 | 80
31 | Cc1cccc(-n2c3nc(=O)[nH]c(=O)c-3cc3cc([N+](=O)[O-])ccc32)c1 | nt | 2 | 6 | 20 | 12 | 2 | -4.3 | 16 | -36 | 17
32 | CC1(C)CC(=O)c2cc(OCC(=O)N3CCOCC3)ccc2O1 | -2 | 0 | -9 | 104 | -3 | 1 | -0.8 | 9 | 22 | 99
33 | COc1ccc(NC(=O)CN2CCN(C3c4ccccc4-c4ccccc43)CC2)c(OC)c1 | nt | 2 | -5 | 70 | 1 | nt | -4.8 | 12 | -50 | 67
34 | COc1ccc(-n2c(SCC(N)=O)nc3nc4c(cc3c2=O)COC(C)(C)C4)cc1 | 0 | 2 | -24 | 90 | -26 | 41 | -2.5 | 18 | -15 | 79
35 | O=C1CCC(C(=O)OCC(=O)c2c[nH]c3ccccc23)=NN1 | -6 | 2 | 13 | 86 | -1 | 4 | -2.5 | 3 | -45 | 90
36 | O=C(N1CCOCC1)C12CC3CC(C1)CC(n1cnc(Cl)n1)(C3)C2 | -3 | 4 | 7 | 110 | 7 | 11 | -1.3 | 7 | -36 | 100
37 | Cc1cc(NC(=O)CSc2cn(CCNC(=O)c3ccccc3)c3ccccc23)no1 | 0 | -1 | 6 | 66 | -4 | nt | -0.4 | 2 | -53 | 75
38 | CN(C)C(=O)CSc1nnc(C23CC4CC(CC(C4)C2)C3)o1 | 0 | -1 | -3 | 88 | -1 | -26 | -1.5 | 27 | -4 | 83
39 | Cc1nn(-c2ccccc2)c(Cl)c1/C=N/NC(=O)C1COc2ccccc2O1 (stereo not given) | -3 | 7 | 2 | 99 | 9 | nt | 0.5 | 10 | -24 | 103
40 | Cc1ccc(OCC(=O)N2CCC(N3CCCCCC3)CC2)cc1 | 1 | 0 | 5 | 100 | -12 | nt | -1.1 | 19 | -45 | 88
41 | Cc1cnc(NC(=O)c2ccco2)s1 | -1 | 1 | -3 | 86 | -8 | nt | -2.7 | 32 | -38 | 93
42 | O=C(NCc1ccco1)c1ccccc1-c1ccccc1 | -1 | 0 | -12 | 90 | -4 | -13 | -1.1 | 7 | -42 | 104
43 | CC(C)c1ccc(-c2nc(N3CCCCC3)[nH]c(=O)c2C#N)cc1 | nt | 1 | 1 | 108 | -6 | -3 | -0.1 | 5 | -31 | 94
44 | COc1cc(C2Sc3ccccc3NC3=C2C(=O)OC3)cc(OC)c1OC (stereo not given) | nt | 3 | -1 | 49 | nt | 10 | -6.5 | 10 | -23 | 65
45 | COc1cc(/C=N/n2cnnc2)ccc1OC(=O)c1ccncc1 | 0 | 2 | -8 | 94 | -6 | nt | -2.8 | 13 | -14 | 84
46 | CC1CCN(c2nc3ccccc3nc2N2CCC(C)CC2)CC1 | 0 | 2 | -5 | 89 | -3 | -26 | 0.5 | 4 | -50 | 96
47 | CCOc1ccc(S(=O)(=O)n2nnc3ccccc32)cc1C(C)C | 9 | 2 | -1 | 99 | -11 | -9 | -1.6 | 14 | 9 | 96
48 | CCOC(=O)Nc1oc2ccccc2c(=O)c1C | nt | -1 | 2 | 94 | nt | -5 | -0.9 | 1 | -16 | 96
49 | Cc1ccccc1NC(=O)CSc1nnc(-c2ccccc2)n1-c1ccccc1 | nt | 4 | 3 | 85 | -4 | 2 | -2.8 | 6 | -51 | 74
50 | N#C/C(=C1\CCCN1)c1ccc2ccccc2n1 | 0 | -2 | 17 | 96 | -20 | 7 | -1.7 | 18* | -11 | 88
51 | COc1cccc(C(=O)C2CN(c3ccccc3)CC2c2ccc(Cl)cc2)c1 (stereo not given) | nt | -3 | -22 | 14 | 5 | -15 | -2.4 | 5 | -29 | 10
52 | CN(C)Cc1ccccc1Sc1ccc(Br)cc1 | -4 | 11 | 12 | 98 | 7 | nt | -1.6 | 4 | -20 | 90
53 | COC(=O)c1c(NC(=O)CN2CCN(c3ccccc3)CC2)c2c(C)cccc2n1C | -1 | 1 | -9 | 73 | 1 | 8 | -4.0 | 42* | -29 | 84
54 | O=C(NNC(=O)c1cccc2ccccc12)c1ccc(-c2ccccc2)cc1 | -4 | 4 | 6 | 72 | 3 | nt | 1.1 | 18 | -19 | 77
55 | Cc1ccc(CNC(=O)CCCC(=O)O)cc1 | 0 | 6 | 0 | 91 | -1 | 22 | -2.8 | 14 | -36 | 98
56 | O=C(Nc1cccnc1)c1cccs1 | 8 | 2 | -1 | 51 | -17 | -22 | -0.6 | 8 | 1 | 66
57 | CCCn1c2ccccc2c2nnc(SCC(=O)Nc3cc(C)on3)nc21 | 6 | 5 | 2 | 103 | -6 | 17 | -0.5 | 19 | -41 | 96
58 | CC(OC(=O)c1cc2sccc2n1C)C(=O)NCc1ccc2c(c1)OCO2 (stereo not given) | 0 | 2 | -8 | 100 | -6 | 0 | -1.0 | 4 | -97 | 101
59 | O=C(COC(=O)c1cc(Br)c(Br)s1)NCCC1=CCCCC1 | -11 | 11 | 5 | 86 | 1 | nt | -1.6 | 25 | -20 | 83
60 | C=CCn1c(C)cc(C2=NNC(=NC(C)(C)C)SC2)c1C | -13 | 7 | 9 | 69 | 13 | 17 | -1.3 | 5 | -71 | 77
61 | O=C1/C(=C/c2ccco2)N=C(N2CCCCC2)N1c1ccccc1 | -6 | -2 | 8 | 98 | 0 | nt | -1.7 | 7 | -33 | 97
62 | O=C(Nc1ccccc1)c1cc(S(=O)(=O)N2CCSCC2)ccc1Cl | -7 | 0 | 0 | 84 | -2 | 0 | -1.3 | 10 | -43 | 91
